Screening results from PubChem BioAssay.
PLK1 inh – human PLK1 kinase inhibitors, primary screen, biochemical, TR-FRET; Serine/threonine-protein kinase PLK1 (Homo sapiens), P53350; recombinant PLK1 kinase, TR-FRET peptide phosphorylation; inhibition, % at 10 µM; 97,000 compounds, 0.53% hits; AID 619, 2007;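 active = inhibition of 50% or more in the single-concentration screen; inactive = inhibition below 50%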;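 also: 0% = DMSO max control and 100% = H-89 dihydrochloride min control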
Target sequence (P53350 whole entry, looked up): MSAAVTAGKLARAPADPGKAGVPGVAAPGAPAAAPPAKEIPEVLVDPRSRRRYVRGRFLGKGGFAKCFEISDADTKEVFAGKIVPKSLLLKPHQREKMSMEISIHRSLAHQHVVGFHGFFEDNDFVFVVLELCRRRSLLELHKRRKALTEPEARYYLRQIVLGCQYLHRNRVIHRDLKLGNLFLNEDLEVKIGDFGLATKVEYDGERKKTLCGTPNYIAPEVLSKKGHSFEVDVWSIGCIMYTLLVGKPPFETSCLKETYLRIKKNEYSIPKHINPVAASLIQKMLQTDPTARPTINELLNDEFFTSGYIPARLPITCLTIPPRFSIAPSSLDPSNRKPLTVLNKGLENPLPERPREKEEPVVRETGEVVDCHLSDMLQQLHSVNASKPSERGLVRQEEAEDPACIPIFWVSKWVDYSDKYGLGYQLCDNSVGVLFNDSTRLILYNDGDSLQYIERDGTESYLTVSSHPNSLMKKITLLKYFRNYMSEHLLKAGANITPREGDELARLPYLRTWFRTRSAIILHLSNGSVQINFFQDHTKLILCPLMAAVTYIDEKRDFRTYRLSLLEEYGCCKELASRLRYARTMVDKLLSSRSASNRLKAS
hDAT+cocaine – changed hDAT dopamine uptake under cocaine IC80, either direction, primary screen, cocaine antagonist project, cell-based, LLC-PK1 hDAT, [14C]-dopamine uptake, MLSMR. Sodium-dependent dopamine transporter (Homo sapiens), Q01959. LLC-PK1 hDAT cells, [14C]-dopamine uptake with cocaine IC80; actives deviate in either direction. B-score at 10 µM. 110,000 compounds, 1.3% hits. AID 449768, 2010;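 active = Z score or B-score, a plate-position-corrected score, falls beyond the plate's 99.7% confidence bounds, in either direction; inactive = both scores lie inside the 99.7% bounds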;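 also: scored against the spread of the other compound wells on the same plate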
VCAM1 TNFa inh – inhibitors of TNFa-induced VCAM1 expression, primary screen, imaging, HUVEC, TNFa stimulus, immunofluorescence. inhibition, % at 2 µM. 95,000 compounds, 0.48% hits. HUVEC TNFa-induced VCAM-1 immunofluorescence, high-content imaging;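 active = inhibition above the batch mean plus 3 SD, with images confirmed as a hit by eye, cut at about 37% in these data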;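 also: 0% = TNF-stimulated DMSO wells and 100% = unstimulated control wells; not every result past the cut was called active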
cytoskel mod – modifiers of F-actin cytoskeleton organization, primary screen, imaging, HUVEC, phalloidin staining, high-content imaging; HUVEC TNFa F-actin phalloidin imaging; inhibition, % at 2 µM; 91,000 compounds, 0.18% hits; AID 836, 2007;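 active = inhibition above the batch mean plus 3 SD and confirmed as a hit by visual image inspection, cut at about 30% in these data, passing the limit was not always enough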; also: strong numbers were not always called active
sEH inhibitor – soluble epoxide hydrolase inhibitors, primary screen, biochemical, human sEH. Bifunctional epoxide hydrolase 2 (Homo sapiens), P34913. recombinant human sEH enzymatic activity assay. inhibition, % at 2 µM. 91,000 compounds, 0.34% hits. AID 707, 2007; in the data active = inhibition above about 80%; also: values of inactives mirror those of a sister screen read the other way; many of its hits are not listed in these tables
Plk1 PBD FP – Plk1 polo box domain binding inhibitors, primary screen, biochemical, fluorescence polarization; Plk1 PBD phosphopeptide binding; inhibition, %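 (tested at about 20 µM)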; 97,000 compounds, 0.13% hits; AID 693, 2007; in the data active = inhibition above about 34%, passing the limit was not always enough
IL1B cytotox – cytotoxicity in IL-1B stimulated HUVEC, primary screen, cytotoxicity control for IL-1B NFkB translocation project, imaging, Hoechst nuclear count, IL-1B stimulus; HUVEC cell count loss; cell count reduction, % at 2 µM; 94,000 compounds, 0.41% hits;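 active = cell count reduction more than 3 SD above the screen-wide mean, cut at about 70% in these data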;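 also: normalized per plate to untreated control cells as the no-loss baseline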
E coli WT exp – growth inhibitors of wild-type E. coli, primary screen, strain BW25113, expanded library, OD600; 98,000 compounds, 0.15% hits; growth inhibition, % at 100 µM; OD600 absorbance;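 active = growth inhibition above about 50% at one test dose, limit read from the data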;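 also: growth measured after 20 h incubation at 37 °C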
TNFa cytotox – cytotoxicity in TNFa-stimulated HUVEC, primary screen, cytotoxicity control for VCAM1 expression modulator project, imaging, Hoechst nuclei count; HUVEC TNFalpha-stimulated, Hoechst cell count; cell count reduction, % at 2 µM; 93,000 compounds, 0.17% hits;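 active = cell count reduction exceeding the screen mean by over 5 SD, scaled to untreated wells per plate, cut at about 78% in these data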;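 also: cells counted after 24 h of TNF alpha exposure following the 1 h pretreatment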
Numbers without * were called inactive; x = not tested or not shown.

Results follow in this order: sEH inhibitor, IL1B cytotox, E coli WT exp, Plk1 PBD FP, PLK1 inh, VCAM1 TNFa inh, cytoskel mod, hDAT+cocaine, TNFa cytotox
CCN1CCc2c(C#N)c(NCc3ccccc3)nc(NCCO)c2C1
  0, -46, 2, -20, 4, -2, 31, -0.31, -47
COCCn1nnnc1CN(CCc1ccc(OC)c(OC)c1)Cc1cc2ccc(C)cc2[nH]c1=O
  -7, -24, 1, 3, -14, 31, -17, 0.61, -14
COc1cc(CNn2cnnc2)ccc1OCC(=O)NC(C)(C)C
  6, 8, 1, 2, -6, -8, x, -0.72, -11
Cc1ccc(-c2ccc(/C=N/NC(=O)CN3CCCC3)o2)cc1Cl
  9, -18, 8, 9, 0, 4, 0, 0.1, -24
O=C(c1ccccc1-c1nc2ccccc2[nH]1)N1CCCCC1
  -10, 5, 3, -3, -18, 2, 19, 2.6, 0
N=c1oc2c3c4c(cc2cc1C(=O)Nc1ccccc1)CCCN4CCC3
  -18, 15, 0, -82, -498, 26, 43*, -0.05, 10
Cc1sc(NC(=O)C2CCCO2)c(C(N)=O)c1C (stereo unspecified)
  1, 5, x, -27, -7, 11, -10, 0.6, 10
CC(C)NS(=O)(=O)c1ccc(OCC(=O)NCCC2=CCCCC2)cc1
  28, -13, 3, 4, -1, 11, -7, 0.68, 2
CC1(C)CC(=O)C(C(C2=C(O)CC(C)(C)CC2=O)c2ccco2)C(=O)C1 (stereo unspecified)
  6, -18, 2, -70, -11, -8, 11, -0.68, 4
CCC(C)NC(=O)C1CCN(S(=O)(=O)CC)CC1 (stereo unspecified)
  2, 10, 8, 10, -7, 1, -19, -0.15, -8
CCOc1ccc(CNc2ncnc(N)n2)cc1
  -10, 17, 10, -6, 1, 14, 2, 0.13, -2
CC(C)c1ccc(S(=O)(=O)c2n[nH]n3c2nc(=O)c2ccccc23)cc1
  6, 5, -13, 4, -15, -22, -13, -0.68, -21
CC1(C)Cc2c(sc3c2c2ncnn2c2nnc(SCC(=O)NCc4ccco4)n32)CO1
  x, 40, 1, 4, -4, 3, 10, 1.3, 3
CC(C)(C)OC(=O)NCCc1nnc(SCC(N)=O)o1
  10, 16, -3, -1, -8, -11, 21, 0.42, -16
OC1C=CSc2nc3ccccc3n21 (stereo unspecified)
  2, 7, 1, 5, -8, 15, -10, 0.0088, 4

More results follow.
Results follow in this order: sEH inhibitor, IL1B cytotox, E coli WT exp, Plk1 PBD FP, PLK1 inh, VCAM1 TNFa inh, cytoskel mod, hDAT+cocaine, TNFa cytotox
CCCCOC(=O)n1c(SCC(=O)N(C)C)nc2ccccc21
  -11, 38, -8, 9, -4, -19, -4, 0.76, -4
CCCCCCOC(=O)Sc1nc2ccccc2o1
  -1, -19, 2, 11, -9, 4, -12, -0.12, 27
O=C(CSc1ncnc2c1nnn2Cc1ccccc1F)N1CCN(c2ccccc2)CC1
  -9, -28, -3, 25, -5, 0, 2, -0.41, 4
COc1cccc(C2=NOC(C(=O)NCCCn3ccnc3)C2)c1 (stereo unspecified)
  8, 3, 4, -13, -8, 34, -10, 0.036, -9
O=C(O)CCCC(=O)NCc1ccccn1
  -4, 6, 2, -6, -12, 20, -22, -0.39, 36
Cc1cc(C)n(-c2ccc(C(=O)Nc3ccc(N4CCOCC4)cc3)cc2)n1
  -7, 1, -3, -11, -6, 6, -7, 0.015, -1
COCCCNC(=O)c1nc2c(nnn2Cc2cc(C)ccc2C)c(=O)[nH]1
  -1, 93*, x, -7, -19, 0, 23, -1.1, -12
c1cncc(Oc2cccc(Oc3cccnc3)c2)c1
  -7, 20, 6, 4, 2, 11, -26, -0.00087, -21
CC1=CC(C)(C)Nc2ccc(OC(=O)C(Cc3ccccc3)N3C(=O)c4ccccc4C3=O)cc21 (stereo unspecified)
  -11, -20, -10, -15, -7, 11, 21, 0.042, -7
O=C(NCc1ccccn1)c1ccc(/C=N/O)nc1
  2, -3, 1, -15, -11, 14, 42, 0.25, -5
Cc1ccc(C(=O)N/N=C/c2nc3ccccc3n2C)cc1
  3, -40, -2, 16, -14, 1, -16, 0.018, 0
O=C(Nc1cc(N2CCOCC2)ncn1)NC1(C(F)(F)F)Oc2ccc(Cl)cc2O1 (stereo unspecified)
  7, 0, 7, -10, 7, 15, x, -0.41, -19
C=CCSc1nc2sc(C)c(C)c2c(=O)n1CC=C
  -8, -6, x, -12, -8, -3, -6, 1.4, -11
COc1cc(Br)cc2cc(C(=O)N3CCN(c4ccccn4)CC3)c(=O)oc12
  10, -43, -3, -2, 7, 3, 8, -1, -22
S=C(Nc1ccccn1)c1ccccn1
  8, 13, 29, -34, -7, 6, -7, 2.4*, -34

hDAT+cocaine: hit marks shown above
smiles	sEH inhibitor	Plk1 PBD FP	PLK1 inh	VCAM1 TNFa inh	cytoskel mod	hDAT+cocaine
S=C(Nc1ccccn1)c1ccccn1	8	-34	-7	6	-7	2.4*

Following part.
Results follow in this order: sEH inhibitor, IL1B cytotox, E coli WT exp, Plk1 PBD FP, PLK1 inh, VCAM1 TNFa inh, cytoskel mod, hDAT+cocaine, TNFa cytotox
O=C(Nc1ccccc1)NC1(C(=O)N2CCN(c3ncccn3)CC2)CCCCC1
  4, -13, -4, -28, -9, 3, -15, 0.069, 8
Cc1cc2ccccc2nc1SCC(=O)N1CCCC1
  6, -8, -3, -8, -6, -6, 4, 0.96, -20
COc1cccc(N2C(=O)C(c3ccccc3)=C(c3nc4ccccc4s3)C2NC(C)=O)c1 (stereo unspecified)
  -2, 24, 0, 8, 10, 11, -9, -1.7, -6
CCCCOc1ccc(CSC(=N)N)cc1[N+](=O)[O-]
  8, -131, 47, -7, 29, 4, 3, 2.2, -24
Clc1ccc2c(c1)C(c1cccs1)=NNC(c1cccnc1)=N2
  -8, -23, 7, -1, -7, -8, -25, -0.49, -17
Nc1nc(N2C(=O)C3CC=CCC3C2=O)nn1-c1ccccc1 (stereo unspecified)
  -4, -32, -5, 9, -9, 4, -4, -0.95, 4
CC1CC(NC(=O)c2ncn[nH]2)CC(C)(C)C1 (stereo unspecified)
  0, -4, -7, 3, -9, 1, -11, -0.94, 6
O=S(=O)(c1cccc2cccnc12)N1CCN(Cc2ccc3c(c2)OCO3)CC1
  x, -14, 2, -14, -17, -8, 2, 1.7, -20
O=C(NNc1ccc([N+](=O)[O-])cc1)C12CC3CC(CC(C3)C1)C2
  38, -14, 4, 5, -4, -18, 20, 0.72, 1
CCN=C1NN=C(c2ccc(C)cc2)CS1
  -9, 6, 10, -6, -10, -8, -20, 0.26, 26
O=C(NCc1ccco1)C(C(=O)c1ccc(F)cc1)n1ccccc1=O (stereo unspecified)
  -2, -34, 8, 4, -9, -12, 16, -0.63, -56
CCCC(C(=O)NCc1ccco1)N(C(=O)CNS(=O)(=O)c1ccccc1)c1ccccc1OC (stereo unspecified)
  20, -39, 1, -29, 1, 14, 5, 0.17, -12
CC(=O)c1cccc(N2C(=NC(=O)C(C)C)SC3CS(=O)(=O)CC32)c1 (stereo unspecified)
  -8, 32, 0, -10, -8, -12, 25, x, -15
O=C(O)C1C2C=CC3(CN(c4cccc(C(F)(F)F)c4)C(=O)C13)O2 (stereo unspecified)
  -1, x, -6, -16, 0, x, x, -0.6, x
CCCC(C)C(=O)Nc1nc(C)c(-c2csc(Nc3ccc(Cl)cc3)n2)s1 (stereo unspecified)
  19, -11, -2, -14, -18, -16, 27, 1.1, -6

One compound at a time, as listed above. Order of values: sEH inhibitor, IL1B cytotox, E coli WT exp, Plk1 PBD FP, PLK1 inh, VCAM1 TNFa inh, cytoskel mod, hDAT+cocaine, TNFa cytotox
Record of `Cc1cc2ccccc2nc1SCC(=O)N1CCCC1` : 6, -8, -3, -8, -6, -6, 4, 0.96, -20
Record of `O=C(Nc1ccccc1)NC1(C(=O)N2CCN(c3ncccn3)CC2)CCCCC1` : 4, -13, -4, -28, -9, 3, -15, 0.069, 8

(cont.)
Results follow in this order: sEH inhibitor, IL1B cytotox, E coli WT exp, Plk1 PBD FP, PLK1 inh, VCAM1 TNFa inh, cytoskel mod, hDAT+cocaine, TNFa cytotox
CC(C)n1c2ccccc2c2nc3ccccc3nc21
  7, -5, -2, 19, -6, 10, 14, -0.029, -3
Cn1c2c(c3ccccc31)CCSC2=O
  9, -13, 13, 0, -9, -10, -13, -0.29, 0
CCc1nnc(NC(=O)c2nc3nc(C)cc(C)n3n2)s1
  11, -13, -1, -34, -6, 1, 4, x, -19
O=C(NCCCN1CCOCC1)c1ccc(-n2nc(C(F)(F)F)cc2-c2cccs2)cc1
  -2, 1, 3, -27, -19, 27, -15, 1.2, -13
Cc1onc(-c2ccccc2)c1C(=O)N1CCC(C)CC1
  1, -27, x, -21, -20, -1, 19, 0.063, -30
N#Cc1c(SCC(N)=O)nsc1SCc1ccc(Cl)cc1
  28, -7, -13, -4, 3, 17, 10, -0.028, -9
COC(=O)c1ccc(NC(=O)c2cccc(OC)c2)cc1
  x, -2, -1, 30, -2, 14, 20, 1.3, -51
CC(C)CC1(C)NC(=O)N(CC(=O)NC(=O)Nc2ccc3c(c2)OCCO3)C1=O (stereo unspecified)
  7, -13, 0, 31, -12, -21, 6, 1.8, -10
O=C(NC1CCCC1)C(c1ccc(F)cc1)N(C(=O)Cc1cccs1)c1ccc2c(c1)OCCO2 (stereo unspecified)
  7, -10, -10, -14, -4, 4, 30, 0.83, -3
COC(=O)c1ccc(C2Nc3ccc(/C(C)=N/NC(=O)C(OC)c4ccccc4)cc3C3C=CCC32)cc1 (stereo unspecified)
  5, -12, -3, 8, -9, 20, -7, -0.66, -4
COc1ccc2[nH]c3nc(SCc4nnc(-c5ccc(C)cc5)o4)nnc3c2c1
  10, 25, -1, 13, -2, 4, 15, -0.35, -37
CCOC(=O)CSCC(=O)Nc1c(C(=O)C2CC2)oc2ccccc12
  6, -4, x, 18, -9, -8, -5, 0.0065, -13
O=C(O)c1oc2ccccc2c1CSc1ccccn1
  -7, -47, 4, 10, -9, 6, 6, -0.17, -26
CCOc1ccc(-c2nn[nH]n2)cc1
  8, 1, -16, -49, -3, -12, -6, -0.91, -17

Compounds shown so far containing a tert-butyl group:
Results follow in this order: sEH inhibitor, IL1B cytotox, E coli WT exp, Plk1 PBD FP, PLK1 inh, VCAM1 TNFa inh, cytoskel mod, hDAT+cocaine, TNFa cytotox
COc1cc(CNn2cnnc2)ccc1OCC(=O)NC(C)(C)C
  6, 8, 1, 2, -6, -8, x, -0.72, -11
CC(C)(C)OC(=O)NCCc1nnc(SCC(N)=O)o1
  10, 16, -3, -1, -8, -11, 21, 0.42, -16

Four of the compounds above, in CSV form:
structure,sEH inhibitor,IL1B cytotox,E coli WT exp,Plk1 PBD FP,PLK1 inh,VCAM1 TNFa inh,cytoskel mod,hDAT+cocaine,TNFa cytotox
COC(=O)c1ccc(C2Nc3ccc(/C(C)=N/NC(=O)C(OC)c4ccccc4)cc3C3C=CCC32)cc1 (stereo unspecified),5,-12,-3,8,-9,20,-7,-0.66,-4
CC(C)n1c2ccccc2c2nc3ccccc3nc21,7,-5,-2,19,-6,10,14,-0.029,-3
N#Cc1c(SCC(N)=O)nsc1SCc1ccc(Cl)cc1,28,-7,-13,-4,3,17,10,-0.028,-9
COC(=O)c1ccc(NC(=O)c2cccc(OC)c2)cc1,x,-2,-1,30,-2,14,20,1.3,-51
